DT40 TDP1 no CPT – qHTS for Inhibitors of human tyrosyl-DNA phosphodiesterase 1 (TDP1): qHTS in cells in absence of CPT; Potency, µM (top dose mostly 46.2 µM), inactives show at the highest dose activity change, negative = growth inhibition, usual class: inhibitors; actives 15% (n = 420,000); DT40 Tdp1-/- hTDP1 cells, no CPT, ATP luminescence, 48 h; note: nearly all actives have a fitted effect of over 55% in size
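Camptothecin absent (DMSO only). Human TDP1-complemented DT40 knockout cells, 400 cells/well, 37 °C for minimum 48 hr; ATP measured via CellTiter-Glo, 30 min dark incubation, luminescence.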
TDP1 inh – qHTS Assay for Inhibitors of Tyrosyl-DNA Phosphodiesterase (TDP1); recombinant TDP1, AlphaScreen DNA substrate cleavage; actives 0.28% (n = 350,000); Potency, µM (doses to about 130 µM), for inactives: at the highest dose activity change, negative = inhibition, most hits filed as inhibitors; Tyrosyl-DNA phosphodiesterase 1 (Homo sapiens), Q9NUW8; AID 485290, 2010; note: nearly all actives have a fitted effect of over 40% in size
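Recombinant human Tdp1 (E. coli-expressed, 1 nM final) preincubated with compounds 15 min at room temperature, then 5'-biotin/3'-phosphotyrosine-FITC DNA substrate (15 nM final) added for 5 min. AlphaScreen beads (10 ug/ml final) added 10 min; cleavage lowers signal.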
KAT2A inh – qHTS Assay for Inhibitors of GCN5L2. GCN5L2 HAT assay, ThioGlo1 CoA-SH fluorescence. Potency, µM (series often up to 58.9 µM), for the others: at the highest dose activity change, negative = inhibition, most hits filed as inhibitors. actives 0.21% (n = 390,000). AID 504327, 2011
Target sequence (Q92830 whole entry, looked up): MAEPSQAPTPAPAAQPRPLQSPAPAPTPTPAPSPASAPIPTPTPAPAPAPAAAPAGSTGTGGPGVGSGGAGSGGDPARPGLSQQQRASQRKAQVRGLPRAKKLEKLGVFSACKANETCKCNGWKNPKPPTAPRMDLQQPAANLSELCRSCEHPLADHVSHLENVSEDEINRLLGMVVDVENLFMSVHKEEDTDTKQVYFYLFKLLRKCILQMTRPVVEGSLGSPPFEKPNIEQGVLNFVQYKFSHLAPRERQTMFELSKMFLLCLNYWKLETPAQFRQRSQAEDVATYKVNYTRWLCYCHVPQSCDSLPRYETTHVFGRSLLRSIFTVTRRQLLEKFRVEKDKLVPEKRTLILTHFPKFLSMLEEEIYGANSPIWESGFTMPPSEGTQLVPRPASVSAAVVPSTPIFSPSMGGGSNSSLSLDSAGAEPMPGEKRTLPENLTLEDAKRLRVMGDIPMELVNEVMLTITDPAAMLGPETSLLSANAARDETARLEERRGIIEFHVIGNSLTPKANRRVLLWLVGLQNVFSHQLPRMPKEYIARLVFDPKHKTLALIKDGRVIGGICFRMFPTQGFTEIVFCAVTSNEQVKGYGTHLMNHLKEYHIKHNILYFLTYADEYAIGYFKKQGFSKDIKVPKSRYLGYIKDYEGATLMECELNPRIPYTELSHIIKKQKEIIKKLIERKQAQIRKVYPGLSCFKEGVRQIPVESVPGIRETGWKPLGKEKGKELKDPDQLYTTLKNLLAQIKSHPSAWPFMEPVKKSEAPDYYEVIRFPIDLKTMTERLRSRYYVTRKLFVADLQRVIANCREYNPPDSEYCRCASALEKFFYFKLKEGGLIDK
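Free CoA generated was detected with ThioGlo1 (50uM) fluorescence at Ex340nm/Em540nm, read immediately and after 20 min at room temperature. Enzyme, 20 nM in HEPES pH 7.5 buffer, saw compounds 15 min before adding 75uM H3(1-25) peptide and 70uM acetyl-CoA.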
The depositor's hits bear a star; ? = inconclusive; . = no result given; & = joins results of further samples; [ ] = remark or other dose. Calls come from the whole dose curve; as a rule, active = well fitted curve in the direction sought with a large enough effect; inconclusive = small, poorly fitted or top-dose-only effect, or another doubt; inactive = no such curve, though single readings can be large; an effect the other way counts as inactive or inconclusive. % is set by controls: 0 for no effect and ±100 for the full control effect; potency is the fitted concentration of half-maximal effect. A portion of the library; rates above refer to the full screens.

1	CC(C)(/C=N/O)N(O)C=C1C=CC(=O)C=C1
2	COc1ccc(CNC(=O)c2ccc3c(c2)N(Cc2ccccc2C)C(=O)c2ccccc2S3=O)cc1 (centres undefined)
3	O=C(COc1ccc(Br)cc1)Nc1cccc2cccnc12
4	COc1ccc(C2c3[nH]c4ccccc4c3CCN2CCCn2cccn2)c(F)c1 (centres undefined)
5	Cc1ccc(OCc2nnc(NC(=O)Cc3cccs3)s2)cc1
6	C=CCCCCCCCCCCCc1ccco1
compound no.	1	2	3	4	5	6
DT40 TDP1 no CPT	8.7%	?	?	?	.	?
TDP1 inh	.	-2.6%	-1.9%	.	-4.6%	?
KAT2A inh	-10.1%	-3.0%	-1.3%	-8.0%	0.2%	?

7	Cc1ccc(N2CC(C(=O)NCCS(=O)(=O)N3CCN(c4ccccc4)CC3)CC2=O)cc1C (centres undefined)
8	CC(=O)c1ccc(OCc2cc(C(=O)N(C)CCN3CCOCC3)no2)cc1
9	COc1cc([N+](=O)[O-])cc(/C=N/N(CCC#N)C(C)=O)c1O
10	CCCc1nn2c(=O)cc(COC(=O)c3ccccc3NC(=O)C3CCCCC3)nc2s1
11	CC(C)NCC(=O)C12CC3CC(CC(C3)C1)C2
12	COc1ccc(C(=O)NCCn2cc(SCC(=O)NCC3CCCO3)c3ccccc32)cc1OC (centres undefined)
compound no.	7	8	9	10	11	12
DT40 TDP1 no CPT	3.0%&-10.8%	0.2%	?	?	-3.7%	?
TDP1 inh	0.8%&-0.6%	7.3%	0.0%	6.2%	7.0%	1.9%
KAT2A inh	-5.6%&3.9%	-5.2%	-2.1%	-1.6%	-1.1%	-2.1%

13	Cc1onc(-c2c(F)cccc2Cl)c1C(=O)NCCO
14	CCn1c(=O)c2cc(C(=O)NCc3cccs3)sc2c2ccccc21
15	CCOC(=O)Cn1c(=O)oc2cc(S(=O)(=O)N3CCN(C(=O)OCC)CC3)ccc21
16	Cc1ccc(C2=NN(CC(=O)O)C(=O)CC2)cc1
17	C=CCNc1oc(-c2cccc3ccccc23)nc1C#N
18	CC(C)c1ccc(N(C(=O)CNC(=O)c2ccco2)C(C(=O)NC2CCCC2)c2ccncc2)cc1 (centres undefined)
compound no.	13	14	15	16	17	18
DT40 TDP1 no CPT	19.3%	?	4.4%	19.2%	-29.7%	-8.7%
TDP1 inh	2.5%	.	-2.8%	.	2.1%	9.0%
KAT2A inh	-3.6%	-1.7%	-6.3%	1.8%	-13.0%	-6.3%

19	CCCCSc1nc(O)cc(=O)n1CC
20	C[C@H](CO)N1C[C@H](C)[C@@H](CN(C)C(=O)Nc2ccc3c(c2)OCO3)Oc2ccc(NC(=O)CCN3CCOCC3)cc2C1=O
21	CCN(C[C@H]1N[C@@](Cc2ccccc2)(C(=O)OC)[C@H]2C(=O)N(Cc3ccccc3)C(=O)[C@@H]12)S(=O)(=O)c1ccccc1
22	CCOC(=O)C1CCN(S(=O)(=O)c2cn(C)cn2)CC1
23	COc1ccccc1C1=Nc2cccc3cccc(c23)N1
24	N#CCCC(CCC#N)(CCC#N)c1cc[n+](CCc2ccccn2)cc1
compound no.	19	20	21	22	23	24
DT40 TDP1 no CPT	3.5%	-3.1%	23.1µM*	-1.2%	5.17µM*	-5.8%
TDP1 inh	-5.5%	0.4%	-0.5%	1.7%	9.3%	-4.1%
KAT2A inh	-6.9%	-2.7%	-4.5%	-1.9%	-3.4%	-1.8%

25	O=C(CN1CCN(S(=O)(=O)c2ccccc2)CC1)NCc1ccccc1
26	O=[N+]([O-])c1cc(F)c(N2CCOCC2)cc1N1CCCCC1
27	Cc1ccc(C)c(S(=O)(=O)N2CCC3(CC2)OCCN3S(=O)(=O)c2cccs2)c1
28	COc1ccc(-c2csc(NC(=O)CSCc3c(C)noc3C)n2)cc1OC
29	CC(=O)NC(CC(=O)Nc1nc(C)cs1)c1ccccc1 (centres undefined)
30	CC(=O)Nc1ccc(OCC(O)CN2CCCCC2C)cc1 (centres undefined)
compound no.	25	26	27	28	29	30
DT40 TDP1 no CPT	7.5%	-6.9%	?	9.2µM*	-20.7%	7.7%
TDP1 inh	3.8%	7.8%	-0.3%	5.9%	5.3%	1.8%
KAT2A inh	3.6%	-3.7%	-8.9%	-5.2%	-6.7%	-5.0%

31	COc1ccc(NC(=O)Cn2c(=O)n(CCCC(=O)NCCc3ccc(C)cc3)c(=O)c3ccccc32)cc1Cl
32	COc1ccc(S(=O)(=O)N(C)c2ccc(C(=O)N3CCCC3)cc2)cc1OC
33	CCOc1ccc(NC2c3ccccc3C(=O)N2c2ccc(Cl)cn2)cc1 (centres undefined)
34	CCOC(=O)c1ccc(NC(=O)Cc2coc3cc(C)cc(C)c23)cc1
35	CCOC(=O)N1CCN(C(=O)CN(c2ccc(OCc3ccccc3)cc2)S(C)(=O)=O)CC1
36	Cc1ccc(C)c(NC(=O)CSc2n[nH]c(-c3ccncc3)n2)c1
compound no.	31	32	33	34	35	36
DT40 TDP1 no CPT	-17.4%	?	1.9%	18.4µM*	-27.7%	-20.4%
TDP1 inh	1.8%	7.7%	5.2%	1.2%	2.2%	-1.1%
KAT2A inh	-0.6%	-1.2%	-3.0%	3.5%	0.6%	-14.8%

37	O=C(CCN1C(=O)/C(=C/c2ccc(F)cc2)SC1=S)NC1C=CS(=O)(=O)C1 (centres undefined)
38	S=c1[nH]nc(COc2ccccc2)n1/N=C/c1ccc(Cl)cc1
39	COc1ccc(CCNC(=O)CN2C(=O)COc3ccc(S(=O)(=O)N4CCCCCC4)cc32)cc1OC
40	CC1CC(C)CN(C(=O)COc2ccc([N+](=O)[O-])cc2Cl)C1 (centres undefined)
41	CCOC(=O)c1cccnc1SCc1cc(=O)n2ccccc2n1
42	COc1ccc(C(=O)Nc2ccc(S(=O)(=O)Nc3nccnc3OC)cc2)cc1
compound no.	37	38	39	40	41	42
DT40 TDP1 no CPT	13µM*	-19.3%	.	?	?	?
TDP1 inh	4.0%	.	9.0%	2.7%	0.0%	3.4%
KAT2A inh	-10.8%	-5.0%	0.4%	-5.6%	-6.3%	-6.8%

43	CCC(=O)Nc1ccc(NC(=O)CSc2nnnn2C(C)C)cc1
44	COC(=O)c1ccc(NC(=O)C2CCN(S(=O)(=O)c3ccc4c(c3)CCCN4C(C)=O)CC2)cc1
45	CC(=O)c1cnc(Nc2ccc(C)cc2)s1
46	CC(C(=O)Nc1nccs1)N1C(=O)c2ccccc2S1(=O)=O (centres undefined)
47	O=C(CN1Cc2ccccc2C1=O)Nc1cc(F)ccc1F
48	O=C(CS(=O)(=O)c1ccccc1)Nc1nc(-c2ccc(F)cc2)cs1
compound no.	43	44	45	46	47	48
DT40 TDP1 no CPT	2.7%	?	17.0%	-2.7%	-5.3%	?
TDP1 inh	-3.1%	2.2%	2.7%	.	3.7%	6.1%
KAT2A inh	0.4%	-3.8%	-3.6%	1.0%	-3.7%	-8.4%

49	CCOC(=O)c1cc(-c2ccc(OC)cc2OC)nn1-c1ccc(C(=O)O)cc1
50	Cc1noc2ncnc(N3CCN(c4ccc(F)cc4)CC3)c12
51	COc1c(Cl)ccc(Cl)c1C(=O)NC(=S)N1CCOCC1
52	CC(C)CNc1ncnc2c1cnn2Cc1ccccc1Cl
53	Cc1occc1C(=O)O/N=C(\N)c1ccccc1
54	Cc1ccc(CNc2ccc(N3C(=O)CC(C)C3=O)cc2[N+](=O)[O-])cc1 (centres undefined)
compound no.	49	50	51	52	53	54
DT40 TDP1 no CPT	-19.0%	18.4µM*	?	?	?	?
TDP1 inh	-1.8%	-1.3%	-2.5%	.	.	5.5%
KAT2A inh	0.5%	-5.2%	-14.0%	-1.7%	-1.6%	-2.8%

55	O=C(COc1ccc(Cl)cc1Cl)Nc1ccccc1NS(=O)(=O)c1cccs1
56	C=CCn1c(SCC(=O)N(C)C2CCCCC2)nnc1C1CC1
57	COCc1c(C(=O)N2CCN(Cc3ccc(C#N)cc3)CC2)oc2ccccc12
58	Cc1noc2nc(C(=O)O)nc(N3CCCCC3)c12
59	COc1ccc(C(=O)/C=C/c2ccc(OC3CSC3)cc2)cc1OC
60	O=C(Nc1ccc(C(=O)N2CCCC(CO)C2)cc1)c1ccc(Br)o1 (centres undefined)
compound no.	55	56	57	58	59	60
DT40 TDP1 no CPT	-27.7%	-6.4%	20.6µM*	?	18.4µM*	-7.8%
TDP1 inh	-5.4%	-3.2%	6.2%	2.9%	2.7%	-6.7%
KAT2A inh	5.1%	-1.6%	-5.8%	-3.3%	-6.7%	-0.9%

61	Cc1noc(C)c1S(=O)(=O)Nc1ccc(C#N)cc1
62	CCn1c(=O)cc(OCC(=O)NCCCN2CCN(c3cccc(Cl)c3)CC2)c2ccccc21
63	O=C(NCC(c1ccccc1Cl)N1CCCC1)C1CCN(C(=O)Nc2ccccc2)CC1 (centres undefined)
64	O=C(CSc1ccccc1)Nc1cccc(S(=O)(=O)N2CCOCC2)c1
65	COc1ccc(OC)c(NC(=O)CSc2nccn2Cc2ccco2)c1
66	Cn1c(=O)cc(OCC(=O)NCCCN2CCN(c3ccccc3F)CC2)c2ccccc21
compound no.	61	62	63	64	65	66
DT40 TDP1 no CPT	8.3%	20.6µM*	6.8%	?	-21.6%	?
TDP1 inh	4.8%	6.6%	-0.8%	0.1%	7.9%	-0.7%
KAT2A inh	-20.8%	-3.2%[0.501 µM]	-3.8%	-5.5%	-3.8%	0.4%[0.501 µM]

67	CN1C2=C(C#N)C(c3ccccc3)(C(F)(F)F)NC(=O)N2c2ccccc21 (centres undefined)
68	Cn1cccc1/C=C1\SC(=S)N(CC(=O)O)C1=O
69	CCOC(=O)c1c(CC(C)C)csc1/N=C/C1C(=O)CCCC1=O
70	COc1cc(SC)ccc1C(=O)Nc1ncc(Cl)cc1Cl
71	CN(C)CCn1c(=S)[nH]c2ncccc2c1=O
72	Fc1ccc(CN2CCCCCCC2)c(F)c1
73	O=C(CCCCCN1C(=O)CCC1=O)Nc1ncn[nH]1
74	Cc1ccc(NC(=O)CSc2nnc(-c3cnccn3)n2C)cc1C
75	CC1COc2ccccc2N1C(=O)c1ccc(Cl)cc1 (centres undefined)
compound no.	67	68	69	70	71	72	73	74	75
DT40 TDP1 no CPT	-27.0%	10.8%	-12.6%	5.7%	-7.1%	-4.3%	-6.0%	0.1%	-20.3%
TDP1 inh	3.3%	-5.5%	0.0%	-8.1%	-5.3%	2.2%	5.2%	1.3%	.
KAT2A inh	-10.8%	-5.5%	-10.7%	-0.6%	-3.1%	4.7%	1.0%	1.1%	31.6%
